Screening results (PubChem)
Mtb BioA inh: M. tuberculosis BioA enzyme inhibitors, primary screen, biochemical, plate reader, single point, HTS. 7,8-diaminopelargonic acid synthase BioA (Mycobacterium tuberculosis). purified M. tuberculosis BioA enzyme. inhibition, % at 9.99 µM. 360,000 compounds, 0.096% hits. AID 602481, 2012; in the data active = inhibition above about 40%; inconclusive = no clear call, values can overlap the other calls
CCHF vOTU inh: CCHFV vOTU protease inhibitors, primary screen, biochemical, Pep-AMC substrate, fluorescence. Crimean-Congo hemorrhagic fever virus L polyprotein viral ovarian tumor (vOTU) protease …. AID 651958, 2012. 370,000 compounds, 0.55% hits. inhibition, % at 11.5 µM; also: 0% = vehicle wells with enzyme and 100% = no enzyme wells
Rv3671c protease: Rv3671c serine protease inhibitors, primary screen, biochemical, fluorescence polarization, M. tuberculosis H37Rv | P9WHR9 | inhibition, % at 5.96 µM | 320,000 compounds, 0.048% hits | AID 2606, 2010; in the data active = inhibition above about 38%;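 also: extracellular domain of Rv3671c used as enzyme; 0% = enzyme with DMSO and 100% = no enzyme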
Target sequence (P9WHR9 whole entry, looked up, the tested form may be a part): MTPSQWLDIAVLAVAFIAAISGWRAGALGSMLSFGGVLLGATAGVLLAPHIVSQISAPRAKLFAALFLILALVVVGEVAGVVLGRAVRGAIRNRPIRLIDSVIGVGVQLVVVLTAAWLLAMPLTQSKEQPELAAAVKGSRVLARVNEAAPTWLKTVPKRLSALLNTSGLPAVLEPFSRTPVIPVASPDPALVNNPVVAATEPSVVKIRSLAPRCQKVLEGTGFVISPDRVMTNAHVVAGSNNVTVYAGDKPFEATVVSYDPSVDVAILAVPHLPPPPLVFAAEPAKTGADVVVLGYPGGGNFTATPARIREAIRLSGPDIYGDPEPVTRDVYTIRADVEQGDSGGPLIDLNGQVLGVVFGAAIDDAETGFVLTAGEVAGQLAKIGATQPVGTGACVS
FadD28 FP inh: inhibitors of FadD28 bisubstrate probe binding, primary screen, biochemical, fluorescence polarization, single point. Mycobacterium tuberculosis FadD28 fatty-acid-AMP ligase. inhibition, % at 12.5 µM. 360,000 compounds, 0.22% hits. AID 588549, 2011; in the data active = inhibition above about 8.5%, passing the limit was not always enough; inconclusive = no clear call, values can overlap the other calls
Mtb FBA inh: Mtb FBA enzyme inhibitors, primary screen, biochemical, fluorescence, strain H37Rv; Fructose-bisphosphate aldolase (Mycobacterium tuberculosis (strain ATCC 25618 / H37Rv)), …; AID 588726, 2011; purified M. tuberculosis FBA, fluorescence read-out; inhibition, % at 1 µM; 360,000 compounds, 2.3% hits; in the data active = inhibition above about 27%;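 also: 0% = vehicle and 100% = reference inhibitor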
MazEF act: activators of E. coli MazEF toxin-antitoxin RNase, primary screen, biochemical, fluorescence, uHTS; FAM/BHQ RNA-DNA oligo cleavage fluorescence, 5 h; activation, % at 20 µM; 350,000 compounds, 0.32% hits; AID 504720, 2011; in the data active = activation above about 50%
Target sequence (P0AE70 whole entry, looked up): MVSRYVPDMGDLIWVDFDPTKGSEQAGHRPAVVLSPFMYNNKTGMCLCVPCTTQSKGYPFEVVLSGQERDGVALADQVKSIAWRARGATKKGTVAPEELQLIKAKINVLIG
UGM FP inh: M. tuberculosis UGM enzyme inhibitors, primary screen, biochemical, fluorescence polarization, single point; inhibition, % at 10 µM; 320,000 compounds, 0.06% hits; purified UGM, fluorescence polarization probe displacement; UDP-galactopyranose mutase (Mycobacterium tuberculosis (strain ATCC 25618 / H37Rv)), …; AID 504406, 2011; in the data active = inhibition above about 10%, passing the limit was not always enough; inconclusive = no clear call, values can overlap the other calls
Target sequence (P9WIQ1 whole entry, looked up): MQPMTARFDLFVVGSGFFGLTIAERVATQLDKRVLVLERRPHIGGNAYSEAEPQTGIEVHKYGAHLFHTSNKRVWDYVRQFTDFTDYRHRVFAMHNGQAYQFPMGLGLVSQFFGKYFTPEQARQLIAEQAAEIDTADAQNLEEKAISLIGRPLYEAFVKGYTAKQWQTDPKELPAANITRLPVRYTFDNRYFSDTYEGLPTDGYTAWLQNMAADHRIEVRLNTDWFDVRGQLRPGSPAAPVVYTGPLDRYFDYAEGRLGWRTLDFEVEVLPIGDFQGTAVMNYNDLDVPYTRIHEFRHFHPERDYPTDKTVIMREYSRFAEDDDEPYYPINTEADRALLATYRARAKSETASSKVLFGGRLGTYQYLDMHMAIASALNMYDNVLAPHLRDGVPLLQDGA
GDH-TPI inh: GDH-TPI coupling enzyme inhibitors, primary screen, artefact control for M. tuberculosis FBA inhibitor project, biochemical, absorbance, full deck | GDH-TPI coupled enzyme counterscreen, NADH absorbance | inhibition, % at 4.8 µM | 360,000 compounds, 1.2% hits;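 also: 0% = DMSO wells and 100% = wells lacking the enzyme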
DUSP3 inh: VHR1 phosphatase inhibitors, primary screen, biochemical, absorbance, uHTS; inhibition, % at 13.3 µM; Dual specificity protein phosphatase 3 (Homo sapiens), P51452; 290,000 compounds, 0.52% hits; recombinant VHR phosphatase, pNPP absorbance; AID 1654, 2009; in the data active = inhibition above about 50%; also: some compounds called inactive have numbers as strong as hits
BoNT F protease: BoNT/F light chain protease inhibitors, primary screen, biochemical, flow cytometry, MLPCN library; 360,000 compounds, 0.22% hits; inhibition, % at 10 µM; Multiplex microsphere protease cleavage assay; AID 588497, 2011; in the data active = inhibition above about 35%, passing the limit was not always enough; inconclusive = no clear call, values can overlap the other calls; also: plate controls were buffer without enzyme for full effect and enzyme alone for no effect
* hit, by the source's call. Rule as the data show it, unless noted: active = inhibition above about 30%; inactive = the rest.

`Fc1ccc(CNCc2cccc(Br)c2)cc1` gave Mtb BioA inh 0.4, CCHF vOTU inh 2, Rv3671c protease 3, FadD28 FP inh -1.3, Mtb FBA inh 3, MazEF act -1, UGM FP inh -1.5, GDH-TPI inh 4, DUSP3 inh -11 and BoNT F protease 2.
`COc1ccc(CSc2nc(O)cc(=O)n2CC(C)C)cc1F` gave Mtb BioA inh 0.3, CCHF vOTU inh 0, Rv3671c protease -13, FadD28 FP inh -3.5, Mtb FBA inh 2, MazEF act -12, UGM FP inh 3.7, GDH-TPI inh 3, DUSP3 inh -8 and BoNT F protease 6.
CCOc1ccc(NC(=O)COC(=O)CCN2C(=O)C3CC=CCC3C2=O)cc1OCC (stereo not drawn) was read as Mtb BioA inh -0.5, CCHF vOTU inh 12, Rv3671c protease 4, FadD28 FP inh -1.9, Mtb FBA inh 0, MazEF act 9, UGM FP inh -2.8, GDH-TPI inh 0 and BoNT F protease -75.
`CC1=CC(C)(C)NC(=S)N1c1ccc(C)cc1` gave Mtb BioA inh -1.1, CCHF vOTU inh -8, Rv3671c protease -3, FadD28 FP inh -0.4, Mtb FBA inh 2, MazEF act -4, UGM FP inh 2.5, GDH-TPI inh 9, DUSP3 inh 3 and BoNT F protease 0.
COc1cccc(N(C(=O)c2ccco2)C(C(=O)NC2CCCC2)c2ccc(N3CCOCC3)cc2)c1 (stereo not drawn) was read as Mtb BioA inh 1.1, CCHF vOTU inh 7, Rv3671c protease 8, FadD28 FP inh 2.0, Mtb FBA inh 3, MazEF act 7, UGM FP inh -0.2, GDH-TPI inh 7, DUSP3 inh 7 and BoNT F protease -1.
Cc1onc(-c2ccccc2Cl)c1C(=O)NCc1nc(-c2ccccc2)no1 was read as Mtb BioA inh -0.8, CCHF vOTU inh 4, Rv3671c protease -8, FadD28 FP inh -3.2, Mtb FBA inh 2, MazEF act -10, UGM FP inh -0.6, GDH-TPI inh -7, DUSP3 inh -9 and BoNT F protease -12.
For CC1(C(=O)NCCC#N)CCN1C(=O)CC(c1ccccc1)c1ccccc1 (stereo not drawn) the results were Mtb BioA inh 0.1, CCHF vOTU inh -4, FadD28 FP inh -4.8, Mtb FBA inh -2, GDH-TPI inh -9 and BoNT F protease 6.
`[N-]=[N+]=NCCN1CCC(O)CCC1=O` (stereo not drawn) gave Mtb BioA inh -1.1, CCHF vOTU inh 5, Rv3671c protease -2, FadD28 FP inh -1.2, Mtb FBA inh 3, MazEF act 4, UGM FP inh -2.2, GDH-TPI inh -4, DUSP3 inh 24 and BoNT F protease 0.
For O=C(NNC(=O)c1ccccc1F)C1=NN(c2ccccc2)C(=O)CC1 the results were Mtb BioA inh -0.4, CCHF vOTU inh -3, Rv3671c protease -4, FadD28 FP inh -3.2, Mtb FBA inh -3, MazEF act 6, UGM FP inh -2.5, GDH-TPI inh 13, DUSP3 inh 6 and BoNT F protease -1.
`Cc1ccc(C(=O)Nc2c(C(=O)NCc3ccco3)cnn2-c2ccccc2)cc1` gave Mtb BioA inh 0.9, CCHF vOTU inh -10, Rv3671c protease 1, FadD28 FP inh 0.4, Mtb FBA inh -1, MazEF act 2, UGM FP inh -0.2, GDH-TPI inh 2, DUSP3 inh 21 and BoNT F protease -4.
Screening O=c1c(S(=O)(=O)c2ccc(Cl)cc2)cn(Cc2cccc(F)c2)c2ccc(F)cc12 returned CCHF vOTU inh -11, Rv3671c protease -15, FadD28 FP inh -1.5, Mtb FBA inh -2, MazEF act -11, UGM FP inh -0.6, GDH-TPI inh 9, DUSP3 inh 8 and BoNT F protease 1.
Screening O=C(NCCO)/C(=C/c1ccc2c(c1)OCO2)NC(=O)c1ccc(Br)cc1 returned CCHF vOTU inh 2, Rv3671c protease -1, FadD28 FP inh -2.0, Mtb FBA inh 1, MazEF act 6, UGM FP inh -0.7, GDH-TPI inh 3, DUSP3 inh 10 and BoNT F protease -3.
Screening Cc1ccccc1S(=O)(=O)Cc1ccc(C(=O)N2CCN(c3ccccc3F)CC2)o1 returned CCHF vOTU inh 16, Rv3671c protease -8, FadD28 FP inh -1.9, Mtb FBA inh -8, MazEF act 0, UGM FP inh -2.7, GDH-TPI inh -9, DUSP3 inh 13 and BoNT F protease 6.
CCCCC(=O)OCC(=O)c1[nH]c(C)c(C(=O)OCC)c1C was read as Mtb BioA inh 0.2, CCHF vOTU inh 5, Rv3671c protease -13, FadD28 FP inh -1.7, Mtb FBA inh -1, MazEF act 4, UGM FP inh -1.4, GDH-TPI inh -9, DUSP3 inh 31 and BoNT F protease -5.
Screening COC(=O)c1ccccc1NC(=O)CSc1nc(C)cc(C)n1 returned Mtb BioA inh 7.7, CCHF vOTU inh -4, Rv3671c protease 9, FadD28 FP inh -2.1, Mtb FBA inh 2, MazEF act -3, UGM FP inh -1.1, GDH-TPI inh 8, DUSP3 inh 19 and BoNT F protease -2.

Next section; it opens with the 2 that closed the last part.
CCCCC(=O)OCC(=O)c1[nH]c(C)c(C(=O)OCC)c1C was read as Mtb BioA inh 0.2, CCHF vOTU inh 5, Rv3671c protease -13, FadD28 FP inh -1.7, Mtb FBA inh -1, MazEF act 4, UGM FP inh -1.4, GDH-TPI inh -9, DUSP3 inh 31 and BoNT F protease -5.
Screening COC(=O)c1ccccc1NC(=O)CSc1nc(C)cc(C)n1 returned Mtb BioA inh 7.7, CCHF vOTU inh -4, Rv3671c protease 9, FadD28 FP inh -2.1, Mtb FBA inh 2, MazEF act -3, UGM FP inh -1.1, GDH-TPI inh 8, DUSP3 inh 19 and BoNT F protease -2.
`O=C(CSc1nnc(NC2CCCCC2)s1)N1CCOCC1` gave Mtb BioA inh -7.3, CCHF vOTU inh 0, Rv3671c protease -5, FadD28 FP inh -0.2, Mtb FBA inh 4, MazEF act 0, UGM FP inh 2.4, GDH-TPI inh -7 and BoNT F protease 6.
For CCc1cc(OCCCCNCc2ccccc2)ccc1Cl the results were Mtb BioA inh 9.3, CCHF vOTU inh 15, Rv3671c protease -1, FadD28 FP inh -7.4, Mtb FBA inh -4, MazEF act 13, UGM FP inh 0.3, GDH-TPI inh -10, DUSP3 inh 5 and BoNT F protease -14.
Screening COc1cc(C=O)ccc1OCCSc1ccc(C)cc1 returned Mtb BioA inh -0.1, CCHF vOTU inh 3, Rv3671c protease -2, FadD28 FP inh -1.0, Mtb FBA inh -1, MazEF act -11, UGM FP inh -1.2, GDH-TPI inh -9, DUSP3 inh -10 and BoNT F protease 2.
`Cc1ccc(OCCC(=O)OCC(=O)NCCc2ccccc2)cc1` gave CCHF vOTU inh -3, Rv3671c protease 7, FadD28 FP inh -2.6, Mtb FBA inh 0, MazEF act 1, UGM FP inh 2.2, GDH-TPI inh -6, DUSP3 inh 22 and BoNT F protease -4.
For COc1cc(/C=C2\C(=N)N3N=CSC3=NC2=O)ccc1OS(=O)(=O)c1ccccc1 the results were Mtb BioA inh -0.9, CCHF vOTU inh 5, FadD28 FP inh -3.4, Mtb FBA inh -2, MazEF act 2, UGM FP inh 0.4, GDH-TPI inh 26, DUSP3 inh -13 and BoNT F protease -6.
CN(CC(=O)N1CCN(c2cccc(Cl)c2)CC1)S(=O)(=O)c1cnc[nH]1 was read as CCHF vOTU inh 1, Rv3671c protease -7, FadD28 FP inh -3.9, Mtb FBA inh 3, MazEF act -2, UGM FP inh -0.3, GDH-TPI inh -3, DUSP3 inh -3 and BoNT F protease -4.
For COc1ccccc1NC(=O)C1C2CCCCC21 (stereo not drawn) the results were Mtb BioA inh -1.1, CCHF vOTU inh -20, Rv3671c protease -5, FadD28 FP inh -0.4, Mtb FBA inh 0, MazEF act 9, UGM FP inh 0.3, GDH-TPI inh -2, DUSP3 inh 25 and BoNT F protease 24.
Screening CNC(=O)C1CC(=O)N(c2ccc(C)cc2)C1 (stereo not drawn) returned Mtb BioA inh -1.8, CCHF vOTU inh -1, Rv3671c protease 1, FadD28 FP inh 0.1, Mtb FBA inh 0, MazEF act -6, UGM FP inh -1.8, GDH-TPI inh 4, DUSP3 inh 32 and BoNT F protease 6.
`CC(NC(=O)c1ccccc1)C(=O)NC1CCCc2ccccc21` (stereo not drawn) gave CCHF vOTU inh -2, FadD28 FP inh 0.2, Mtb FBA inh 2, MazEF act 2, GDH-TPI inh 0 and BoNT F protease inconclusive.
Screening Cc1ccc(Oc2ccc(NC(=O)CCC(=O)OCC(=O)c3cccs3)cc2)cc1C returned Mtb BioA inh -0.8, CCHF vOTU inh -1, Rv3671c protease 11, FadD28 FP inh -1.4, Mtb FBA inh 0, MazEF act -2, UGM FP inh -0.4, GDH-TPI inh 13, DUSP3 inh 24 and BoNT F protease -1.
CC1(C)NC(=O)N(c2ccccc2Cl)C1(C)NO (stereo not drawn) was read as Mtb BioA inh 0.9, CCHF vOTU inh 3, Rv3671c protease 8, FadD28 FP inh -4.0, Mtb FBA inh -2, MazEF act 7, UGM FP inh -0.8, GDH-TPI inh 8, DUSP3 inh -1 and BoNT F protease 10.
Cc1ccc2c(c1)NC(=O)C(CC(=O)NCCCN1CCN(c3cc(Cl)ccc3C)CC1)O2 (stereo not drawn) was read as Mtb BioA inh 1.3, CCHF vOTU inh 11, Rv3671c protease 2, FadD28 FP inh -3.3, Mtb FBA inh 2, MazEF act 4, UGM FP inh -2.6, GDH-TPI inh 7, DUSP3 inh -1 and BoNT F protease -8.
For CC(Oc1ccc(Br)cc1)C(=O)N1CCc2ccccc21 (stereo not drawn) the results were Mtb BioA inh -1.2, CCHF vOTU inh -1, Rv3671c protease 2, FadD28 FP inh -0.9, Mtb FBA inh -4, MazEF act -9, UGM FP inh -1.4, GDH-TPI inh -1, DUSP3 inh 9 and BoNT F protease -3.
For O=C(CNCC1CCCO1)Nc1ccccc1N1CCOCC1 (stereo not drawn) the results were Mtb BioA inh 0.6, CCHF vOTU inh -13, Rv3671c protease 2, FadD28 FP inh -0.1, Mtb FBA inh 1, MazEF act -5, UGM FP inh -0.4, GDH-TPI inh 15, DUSP3 inh 41 and BoNT F protease 1.
For Cc1nn(-c2ccccc2)c(Cl)c1/C=C/C(=O)c1ccccc1 the results were Mtb BioA inh 3.1, Rv3671c protease 12, FadD28 FP inh -1.7, Mtb FBA inh 3, MazEF act -1, UGM FP inh 2.7, GDH-TPI inh 19, DUSP3 inh 2 and BoNT F protease -6.
`CCCc1nnc(NC(=O)CCC(=O)Nc2ccc(Br)cc2)s1` gave Mtb BioA inh -0.5, CCHF vOTU inh 10, Rv3671c protease 10, FadD28 FP inh -1.4, Mtb FBA inh 7, MazEF act -7, UGM FP inh 0.9, GDH-TPI inh 14, DUSP3 inh -14 and BoNT F protease 4.
`O=C(CC(NCc1ccccn1)C(=O)O)Nc1ccccc1Cl` (stereo not drawn) gave Mtb BioA inh -0.9, CCHF vOTU inh 6, Rv3671c protease -16, FadD28 FP inh 0.6, Mtb FBA inh 6, MazEF act 4, UGM FP inh -1.6, GDH-TPI inh 4, DUSP3 inh -13 and BoNT F protease -3.
For Cc1ccc(C)c(NC(=O)C2(C)CCN2C(=O)C(C)C)c1 (stereo not drawn) the results were Mtb BioA inh 2.1, CCHF vOTU inh -2, FadD28 FP inh -0.3, Mtb FBA inh -2, GDH-TPI inh -9 and BoNT F protease 1.
